AHR activator: activators of human aryl hydrocarbon receptor; P35869; 320,000 tested, 2.5% active; activation, % at 5 µM; AHR-responsive luciferase reporter cells, luminescence; in the data active means activation above about 47%;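 further: 0% = vehicle wells and 100% = reference agonist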
proCasp7 act: counter-screen for procaspase-3 activators: activators of human procaspase-7. AID 463210. activation, % at 8.5 µM. 330,000 tested, 0.093% active. recombinant procaspase-7, Ac-DEVD-pNA absorbance 405 nm; D23A/D198A/D206A triple mutant, cannot self-cleave; scale: DMSO 0, 5 µM enzyme 100;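 active means percent activation above the screen-wide mean plus 3 SD, cut at about 25% in these data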
Target sequence (P55210 whole entry D23A/D198A/D206A): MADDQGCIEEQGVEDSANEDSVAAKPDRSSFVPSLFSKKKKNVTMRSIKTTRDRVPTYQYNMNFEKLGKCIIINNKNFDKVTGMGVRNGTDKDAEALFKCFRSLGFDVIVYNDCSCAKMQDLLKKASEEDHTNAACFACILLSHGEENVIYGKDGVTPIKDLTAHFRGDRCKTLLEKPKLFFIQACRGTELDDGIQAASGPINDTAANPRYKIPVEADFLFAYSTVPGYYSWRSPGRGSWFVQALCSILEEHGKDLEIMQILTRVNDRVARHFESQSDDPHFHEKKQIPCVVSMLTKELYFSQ
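Assay system – Uncleavable procaspase-7 mutant enzyme · Quantity – 2 µM procaspase-7 mutant as dispensed · Times – 1 h preincubation, 2 h reaction · Dosing – single nominal 8.5 µM compound dose, 0.8% DMSO final · Buffer or medium – Zinc-free 50 mM HEPES buffer, pH 7.4, with NaCl and Triton X-100 · Detection – Epi-absorbance of released pNA at 405 nm, two timepoints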
Yeast superoxide: lowers age-related superoxide in aged yeast cells; S. cerevisiae aged cells, superoxide DHE fluorescence; stronger effect = lower value; superoxide response (% of plate mean), % at 10 µM; 330,000 tested, 0.18% active; AID 2690;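 active means superoxide response under a set limit, about three screen SD below normal, cut at about 65% in these data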;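 further: yeast aged for seven days with compound at 30 °C before DHE staining; 100% = average MFI of all compound-treated wells on the plate with controls excluded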
MEP2 TOR yeast: modulators of TOR pathway MEP2-GFP in S. cerevisiae | 330,000 tested, 0.51% active | GFP response vs DMSO, % at 10 µM | S. cerevisiae MEP2-GFP strain, flow cytometry GFP, 3 h; 100% = DMSO control level | AID 2016;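 active means GFP response versus DMSO above a set limit, roughly screen mean plus 3 SD, cut at about 180% in these data; inconclusive means fewer than 70 cells counted for a yeast strain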;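 further: median GFP fluorescence of the barcode-gated MEP2-GFP cells per well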
RPL19A-GFP yeast: yeast TOR pathway RPL19A-GFP modulation. S. cerevisiae RPL19A-GFP strain, flow cytometry, 3 h; stronger effect = lower value. percent response vs DMSO, % at 10 µM. 330,000 tested, 0.3% active;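 active means percent response vs DMSO below 50%; inconclusive means fewer than 70 events counted for the yeast strain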;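 further: median channel GFP fluorescence of the barcoded RPL19A-GFP strain; ratio of sample median GFP to plate DMSO average so 100% = DMSO; lower means less RPL19A-GFP as with rapamycin TOR inhibition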
LAP4-GFP MLPCN: yeast TOR pathway LAP4-GFP modulation; AID 2023; GFP response vs DMSO, % at 10 µM; S. cerevisiae LAP4-GFP multiplex, flow cytometry GFP, 3 h; median GFP as percent of DMSO wells; 320,000 tested, 0.34% active;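 active means GFP response vs DMSO above a set limit, about the screen mean plus 3 SD, cut at about 150% in these data; inconclusive means under 70 cell events counted for the yeast strain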
JMJD2C inh: human JMJD2C demethylase inhibition; Q9H3R0; GST-JMJD2C(1-420) H3K9me3 demethylation, DELFIA europium; inhibition, % at 2.35 µM; 330,000 tested, 0.069% active; AID 2099;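 active means more than half of a compound's replicate wells show inhibition beyond 50%, single wells judged on their own value; inconclusive means some, but no more than half, of replicates pass 50% inhibition; inactive means no replicate passes 50% inhibition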;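 further: signal counts dimethyl H3K9 product captured on neutravidin plate; 0% = median of DMSO wells and 100% = 0.3 times that DMSO median; strong numbers were not always called active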
Target sequence (Q9H3R0 1-420 limits assumed): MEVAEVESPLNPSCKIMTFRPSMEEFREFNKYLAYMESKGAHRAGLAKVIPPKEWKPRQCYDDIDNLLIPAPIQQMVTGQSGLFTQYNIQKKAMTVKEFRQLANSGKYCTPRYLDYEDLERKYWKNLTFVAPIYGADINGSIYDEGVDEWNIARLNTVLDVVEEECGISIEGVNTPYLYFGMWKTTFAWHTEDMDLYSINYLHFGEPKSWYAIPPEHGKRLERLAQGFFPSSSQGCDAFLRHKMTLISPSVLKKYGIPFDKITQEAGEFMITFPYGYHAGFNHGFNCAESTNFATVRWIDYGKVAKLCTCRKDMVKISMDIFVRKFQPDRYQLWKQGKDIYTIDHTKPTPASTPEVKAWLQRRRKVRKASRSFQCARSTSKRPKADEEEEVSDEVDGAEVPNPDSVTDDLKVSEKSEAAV
proCasp3 act: activators of human procaspase-3; activation, % at 8.5 µM; P42574; recombinant procaspase-3 D3A, Ac-DEVD-pNA absorbance 405 nm; 330,000 tested, 0.11% active;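 active means activation above the mean of all tested compounds plus 3 SD, cut at about 21% in these data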;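 further: 0% = DMSO alone and 100% = DMSO wells spiked with extra 5 µM PC-3 D3A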
Target sequence (P42574 whole entry D9A/D28A/D175A): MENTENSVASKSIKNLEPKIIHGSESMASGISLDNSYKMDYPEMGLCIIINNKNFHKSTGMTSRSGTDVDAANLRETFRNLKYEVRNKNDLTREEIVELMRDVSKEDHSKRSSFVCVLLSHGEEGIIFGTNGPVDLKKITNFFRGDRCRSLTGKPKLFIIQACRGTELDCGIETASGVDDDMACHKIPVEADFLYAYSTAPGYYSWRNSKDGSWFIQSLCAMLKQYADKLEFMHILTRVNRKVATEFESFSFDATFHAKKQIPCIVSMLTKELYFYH
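Evaluation: percent activation relative to control range; Material: Procaspase-3 D3A mutant, all three cleavage aspartates alanine; Compound: single dose, 8.5 µM nominal compound, 0.8% DMSO; Replication: one well per compound; Signal: absorbance at 405 nm, 0 and 120 min; Schedule: 1 h preincubation plus 2 h reaction at 25 °C.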
Starred values were filed as active, the others as inactive; u = inconclusive; x = no result given; & = joins results of further samples. A portion of the library; count on the stated rates, not on these rows.

SMILES	AHR activator	proCasp7 act	Yeast superoxide	MEP2 TOR yeast	RPL19A-GFP yeast	LAP4-GFP MLPCN	JMJD2C inh	proCasp3 act
CN1CCN(CCOC2c3ccccc3CSc3ccc(Cl)cc32)CC1 (stereo not given)	0	13	101	107	103	107	2	-5
CCCCN1C(=O)/C(=C\c2ccco2)C(=O)N(CCc2ccccc2)C1=O	-2	-5	99	97	99	x	27	1
C/C=C1\NC(=O)[C@@H](NC(=O)[C@H](CCc2ccc(O)cc2)NC(=O)[C@H](C)NC(=O)[C@H](O)CO)[C@@H](C)OC(=O)[C@H](C(C)C)NC(=O)[C@H](Cc2ccc(O)cc2)N(C)C(=O)[C@H](Cc2ccccc2)N2C(=O)C(CC[C@H]2O)NC1=O (stereo not given in full)	-2	12	96	102	95	92	x	5
COC(=O)c1ccc(NC(=O)NC(=O)Oc2ccccc2)cc1	-1	5	99	102	106	117	8	1
Cc1ccc(S(=O)(=O)N2CCC(C(=O)N3CCC4(CC3)OCCO4)CC2)cc1	-6	-4	129	94	x	97	3	0
COc1ccc(CN2CC=C(c3ccc(F)cc3)CC2)cc1Br	x	x	100	98	103	95	0	x
Cc1ccc(S(=O)(=O)Nc2cc(C(=O)N3CCC4(CC3)OCCO4)ccc2N2CCCCC2)cc1	0	11	95	103	99	100	16	-11
Cc1cc(C)n2nc(SCC(=O)N3CCC4(CC3)OCCO4)nc2n1	1	4	104	98	99	104	1	1
O=C(c1ccc(CNS(=O)(=O)c2ccccc2)cc1)N1CCC2(CC1)OCCO2	0	2	92	103	99	97	x	-2
CCOC(=O)C1(c2ccccc2)CCN(CCC(C#N)(c2ccccc2)c2ccccc2)CC1	-1	10	108	95	99	103	-9	19
Cc1ccc(N2C(=O)NC(=O)/C(=C/c3cnc(-c4ccccc4)nc3)C2=O)cc1C	3	-8	91	95	97	93	9	-9
Cc1cccc(N2C(=O)NC(=O)C3(Cc4cc(C)ccc4N(C)C3)C2=O)c1 (stereo not given)	38	-1	88	98	97	x	25	4
CC(C)OCCCNC(=O)c1c(N)n(CC2CCCO2)c2nc3ccccc3nc12 (stereo not given)	3	3	91	107	99	98	1	6
CC(=O)Nc1cc(C(=O)N2CCC3(CC2)OCCO3)ccc1Sc1ccc(F)cc1	0	23	102	95	96	96	5	-4
O=P(Nc1ccccc1)(Nc1ccccc1)Oc1cccc(Cl)c1	-1	-3	102	u	u	u	6	-1

Part of the list above in order of formula weight, smallest number first:
SMILES	AHR activator	proCasp7 act	Yeast superoxide	MEP2 TOR yeast	RPL19A-GFP yeast	LAP4-GFP MLPCN	JMJD2C inh	proCasp3 act
Cc1cc(C)n2nc(SCC(=O)N3CCC4(CC3)OCCO4)nc2n1	1	4	104	98	99	104	1	1
CCCCN1C(=O)/C(=C\c2ccco2)C(=O)N(CCc2ccccc2)C1=O	-2	-5	99	97	99	x	27	1
CC(=O)Nc1cc(C(=O)N2CCC3(CC2)OCCO3)ccc1Sc1ccc(F)cc1	0	23	102	95	96	96	5	-4

(cont.)
SMILES	AHR activator	proCasp7 act	Yeast superoxide	MEP2 TOR yeast	RPL19A-GFP yeast	LAP4-GFP MLPCN	JMJD2C inh	proCasp3 act
Cc1ccc(C(c2nnnn2Cc2ccccc2)N2CC=C(c3ccc(F)cc3)CC2)cc1 (stereo not given)	0	-4	107	102	99	102	-3	5
ClC1C(Cl)C(Cl)C(Cl)C(Cl)C1Cl (stereo not given)	0&-3	-5&5	99&96	103&101	101&96	113&95	x	1&-4
CN1CCN(/N=C/c2c(O)n(CCC3=CCCCC3)c(=S)[nH]c2=O)CC1	-3	-2	96	98	93	96	-4	-10
Cc1nc2ccccc2n1C1CCN(Cc2nnnn2CCc2ccccc2)CC1	9	-9	85	96	96	87	-13	-6
Cc1cc(OCC(=O)N[C@@H](Cc2ccccc2)C(=O)O)c2c3c(c(=O)oc2c1)CCC3	-1	6	104	112	101	101	x	6
Cn1cccc1/C=C1/C(=O)NC(=O)N(Cc2ccccc2)C1=O	2	-18	89	111	101	100	-18	-17
O=c1[nH]cc(COCC(F)(F)C(F)(F)C(F)(F)F)c(=O)[nH]1	0	12	90	103	105	94	-1	2
COC(=O)C1=C(c2ccc(Cl)c(C(F)(F)F)c2)C[C@@H]2CC[C@H]1N2C(=O)NC1CC1	-1	5	109	101	98	104	1	1
Cc1ccc(Cn2ccccc2=N)cc1	x	x	104	106	104	97	0	x
O=C(CN1CCCC1)Nc1ccc(Cl)cc1C(=O)c1ccccc1	-2	-4	94	90	89	109	-7	5
CCn1c(O)c(C=NCCN2CCOCC2)c(=O)[nH]c1=S	-2	-4	118	101	103	106	14	-1
CCC(CO)NC(=O)C1C=C2c3cccc4[nH]cc(c34)CC2N(C)C1 (stereo not given)	-1	6	108	92	98	103	-15	-2
COC(=O)C1=C(c2cccc(OCc3ccccc3)c2)C[C@@H]2CC[C@H]1N2C(=O)NCc1ccc(C(C)(C)C)cc1	0	5	99	100	101	101	7	3
O=c1[nH]c(=S)n(C2CC2)c(O)c1C=NCCc1ccccc1	1	7	110	99	96	109	8	0
CCCCn1c(=O)c(C(=O)NCc2ccccc2Cl)c(O)c2ccccc21	-1	3	96	99	100	81	-2	5
CNCC(O)c1ccc(O)cc1 (stereo not given)	-4	-3	86	99	105	109	-13	-2
CC12CCC(=O)C=C1CCC1C2CCC2(C)C(O)CCC12 (stereo not given)	-2	-1	79	109	99	114	x	11
O=[N+]([O-])c1ccc(C2C3C(c4ccccc4)=NC4(CCCCC4)N32)cc1 (stereo not given)	7	10	94	104	105	107	-6	3
CN1CCN(c2ccc(S(=O)(=O)C(F)(F)F)cc2[N+](=O)[O-])CC1	4	-7	103	108	105	95	-6	11
Cc1ccc2c(c1)cc1c(=O)n(CC(=O)N3CCC4(CC3)OCCO4)nc(C)n12	3	1	99	115	100	109	-1	5
O=c1[nH]c(=S)n(C2CC2)c(O)c1C=NCC1CCCO1 (stereo not given)	-4	10	104	101	101	106	-9	7
CC(=O)c1ccc(-c2ccccc2)cc1	0	-1	98	104	106	103	-1	7
COc1ccc(/C=C/C(=O)NC(=S)N2C[C@H]3C[C@H](C2)c2cccc(=O)n2C3)cc1OC	3	-1	110	110	99	111	-8	-3
O=C(CNC(=O)OCc1ccccc1)Nc1ccc(Br)cc1C(=O)c1ccccc1Cl	8	14	99	104	104	106	3	3
CC(=O)c1cccc(NC(=O)N2C[C@H]3C[C@@H](C2)c2cccc(=O)n2C3)c1	0	2	73	98	98	105	-2	0
COC(=O)C1=Nc2ccccc2/C1=C\c1c(O)n(-c2ccc(Br)cc2)c(=O)[nH]c1=O	14	-18	88	89	91	91	3	-8
CCOC(=O)C1C(=O)NC2(C)CC1c1cc(OC)ccc1O2 (stereo not given)	-2	-5	103	98	96	94	100	11
C[C@H]1C/C=C/[C@H]2[C@H](O)[C@H](C)[C@@](C)(O)[C@H]3[C@H](Cc4ccccc4)NC(=O)[C@]32[C@H](O)/C=C/[C@](C)(O)C1	-1	3	103	111	99	100	-33	0
C=CCn1c(O)c(C(=O)CCCCCC)c(=O)[nH]c1=O	1	2	84	89	92	88	10	-7
CCOC(=O)c1sc(/N=C/c2c(O)n(-c3ccccc3)c(=O)[nH]c2=O)c(C#N)c1C	21	-20	82	100	102	111	-37	-17
CCOC(=O)c1ccc(N=C(CC)c2c(O)n(C)c(=O)n(C)c2=O)cc1	0	7	101	93	104	103	-4	-7
CN(C)P(=S)(Nc1ccccc1)C(Cl)(Cl)Cl (stereo not given)	1	-15	97	101	97	100	-11	0
COc1ccc(C[C@@H]2c3cc(O)c(OC)cc3CCN2C)cc1O	0	-5	x	x	x	x	4	-14
CC(C)c1ccc(N2C(=O)NC(=O)/C(=C\C=C\c3ccco3)C2=O)cc1	13	-4	95	108	104	102	8	-7
COc1ccc(CN2CCCC(C(=O)c3cccc(Cl)c3)C2)cc1 (stereo not given)	1	13	94	95	100	92	-19	-4
O=C1CN=C(c2ccccc2)c2cc([N+](=O)[O-])ccc2N1	-1	16	103	104	100	106	x	3
Cc1cc(C)n(CCOC(=O)C2C(C=C(Cl)Cl)C2(C)C)n1 (stereo not given)	4	7	85	109	96	101	-4	-3
COc1ccc(-[n+]2c(-c3ccccc3)cc(-c3ccccc3)cc2-c2ccccc2)cc1	-1	3	x	x	x	x	19	0
CC(C)Nc1nc(Cl)nc(NC(C)C)n1	-1	2	77	100	100	101	8	5
COc1ccccc1Cn1c(SCC(=O)C(C)(C)C)nc2cc(C(=O)N3CCC4(CC3)OCCO4)ccc2c1=O	0	-3	100	93	98	98	0	-5
CCOc1ccc(C2C(C#N)=C(N)Oc3c2c(=O)oc2ccccc32)cc1 (stereo not given)	-1	-1	113	105	108	101	2	4
CC(=O)c1ccccc1NC(=O)C1C2CCC(O2)C1C(=O)O (stereo not given)	2	-3	74	92	96	96	9	-9
O=c1[nH]c(=O)n(Cc2ccco2)c(O)c1/C=N/N1CCCCCC1	1	-11	109	92	85	93	-1	-4
CC(=O)N1CCC2(CC1)CC(=O)c1cc(OCC(=O)N3CCC4(CC3)OCCO4)ccc1O2	-1	-4	99	97	97	103	34	-3
CC(=NCC1CCCO1)c1c(O)n(-c2ccc(C)cc2)c(=O)[nH]c1=O (stereo not given)	-4	7	93	95	89	85	2	2
O=C(Cn1cnc2sc3c(c2c1=O)CCCC3)NCCC(=O)N1CCC2(CC1)OCCO2	10	-3	105	101	101	102	1	2
O=c1c2ccccc2nc(-c2ccco2)n1-c1ccc(Br)cn1	-2	8	99	108	108	112	-2	-7
CC1(C)CN=C(Nc2ccc(F)c(F)c2)S1	8	8	103	88	94	96	3	-8
CCC(CC)C(=O)NC1CCSC1=O (stereo not given)	0	10	94	107	99	97	2	0
C[C@]12N[C@H](Cc3ccccc31)c1ccccc12	-1	4	98	94	102	105	-1	2
Cc1ccc([N+](=O)[O-])cc1	-2	15	87	100	102	106	6	1
C[N+]1(CCC(C(N)=O)(c2ccccc2)c2ccccc2)CCCCC1	-2	-6	100	95	101	102	-2	0
CCN(CC)P(=O)(/C=C(\Cl)c1ccccc1)/C=C(\Cl)c1ccccc1	-1	2	100	99	101	94	-1	3
CC(C#N)CCC#N (stereo not given)	0	4	86	100	101	102	-10	6
COc1cccc(-n2c(CN3CCOCC3)nc3ccc([N+](=O)[O-])cc3c2=O)c1	23	7	112	105	107	96	0	9
CCOC(=O)C(C)Oc1cc(C)cc2oc(=O)c3c(c12)CCCC3 (stereo not given)	-1	2	104	110	101	116	-15	-2
Nc1ccc2nonc2c1[N+](=O)[O-]	-3	-6	117	102	104	104	-3	-2
CCN(CC)CCC(=O)O[C@H]1CC[C@]2(C)C3CC[C@@]4(C)C(CC[C@]4(C)O)C3CC[C@H]2C1 (stereo not given in full)	-1	-14	93	92	81	177*	7	7
CC(=O)Nc1ccc(OC(=O)c2ccccc2N)cc1	1	4	94	91	97	92	-3	3
COc1ccccc1N1CCN(Cc2c(F)cccc2Cl)CC1	2	5	100	94	95	78	2	0
COC(=O)C1=C(N)Oc2c(c(=O)oc3ccccc23)C1c1cccnc1 (stereo not given)	-1	15	94	107	98	100	-2	-3
CC(C)C(=O)NC(Oc1ccccc1Cl)C(Cl)(Cl)Cl (stereo not given)	0	5	106	87	92	92	1	-5
